# High-throughput results (PubChem BioAssay)
# RmlCD inh 1536 – M. tuberculosis RmlC/RmlD coupled enzyme inhibitors, primary screen, biochemical, compound mixtures, 384-well, from 1536-well plates. dTDP-4-dehydrorhamnose reductase (Mycobacterium tuberculosis (strain ATCC 25618 / H37Rv)) …. RmlC+RmlD coupled enzyme assay, percent inhibition; primary screen in compound mixtures. inhibition, % at 3.6 µM. 160,000 compounds, 0.03% hits. AID 1533, 2009; in the data active means inhibition mostly above about 34%, no sharp cut-off; further: some results filed as inactive read as strong as hits
# Target sequence (P9WH09 whole entry, looked up): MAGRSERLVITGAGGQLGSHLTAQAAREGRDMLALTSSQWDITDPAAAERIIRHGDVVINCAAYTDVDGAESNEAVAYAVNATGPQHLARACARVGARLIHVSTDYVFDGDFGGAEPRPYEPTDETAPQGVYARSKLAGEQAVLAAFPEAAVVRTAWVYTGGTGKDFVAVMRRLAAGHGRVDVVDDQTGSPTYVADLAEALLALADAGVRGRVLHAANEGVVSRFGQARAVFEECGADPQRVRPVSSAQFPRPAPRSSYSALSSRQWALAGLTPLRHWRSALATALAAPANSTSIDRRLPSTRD
# Target sequence (P9WH11 whole entry, looked up): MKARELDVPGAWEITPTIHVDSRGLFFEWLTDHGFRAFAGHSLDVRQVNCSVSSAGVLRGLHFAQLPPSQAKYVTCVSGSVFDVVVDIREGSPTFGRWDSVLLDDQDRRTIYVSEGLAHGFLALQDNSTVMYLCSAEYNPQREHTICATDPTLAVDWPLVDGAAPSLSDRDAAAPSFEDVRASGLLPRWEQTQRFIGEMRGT
# GlmU inhibition – inhibition of mycobacterial GlmU enzyme – biochemical, glucosamine-1-phosphate acetyltransferase (AID 1376). Bifunctional protein GlmU (Mycobacterium tuberculosis (strain ATCC 25618 / H37Rv)). M. tuberculosis GlmU acetyltransferase enzyme assay; higher % means a stronger effect. inhibition, %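 (tested at 30 µM in the primary screen)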, or IC50 in µM where a hit was titrated. 220,000 compounds, 0.25% hits; in the data active means inhibition above about 13%;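 further: 0% = complete reaction with vehicle and 100% = reaction without substrate; strong numbers were not always called active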
# An asterisk follows results filed as active; / = no result given. This is a subset; count on the stated rates, not on these rows.
SMILES,RmlCD inh 1536,GlmU inhibition
Cn1c(=N)n(CC(O)c2ccccc2)c2ccccc21 (stereo unspecified),11,-2.9%
CCSc1nnc2n(N)c(=O)c3ccccc3n12,-5,1.4%
O=C(COC(=O)c1ccc2ccccc2n1)Nc1ncc(C(F)(F)F)cc1Cl,/,1.8%
COC(=O)CSc1nnc(-c2sc3ccccc3c2Cl)o1,-4,0.8%
O=C(Nc1ccccc1C(=O)NCCN1CCOCC1)c1ccc(Cl)cc1Cl,4,3.3%
COc1ccc(C(=O)NC(CC(C)C)C(=O)O)cc1OC (stereo unspecified),-8,-1.1%
Cc1ccc(C2=NOC(C)(c3nnc(-c4ccncc4)o3)C2)cc1 (stereo unspecified),/,-0.5%
Cc1nnc(SCC(=O)Nc2ccc(N3CCOCC3)cc2)o1,-1,1.9%
O=C(c1ccccc1[N+](=O)[O-])n1cnc2ccccc21,3,1.2%
COCCN(Cc1nc(C2(c3ccc(C)cc3)CCCC2)no1)C(C)C,-1,0.5%
CCOc1ccc(Cl)cc1S(=O)(=O)n1nnc2ccccc21,4,3.3%
NC(=O)CC(NC(=O)Cc1ccc(Br)cc1)c1ccc(NCCOc2ccccc2)c([N+](=O)[O-])c1 (stereo unspecified),/,-1.3%
COc1ccc(CNC(=O)c2cccnc2Sc2ccc(Cl)cc2)cc1,8,1.8%
COC(=O)CNC(=O)CN1c2cccc3cccc(c23)S1(=O)=O,13,3.1%
Cc1ccsc1C(=O)C1CCCN(Cc2cc(F)ccc2-n2cccn2)C1 (stereo unspecified),-13,2.5%
N/C(=N\OC(=O)c1ccc2ccccc2c1)c1cccc([N+](=O)[O-])c1,14,0.2%
CC(C)[C@H](NC(=O)Nc1ccc(S(N)(=O)=O)cc1)C(=O)O,17,0.0%
O=C(Nn1c(=O)[nH]c2ccccc2c1=O)c1ccco1,/,0.3%
Cc1c(C(=O)NCC2COc3ccccc3O2)oc2ccc(S(=O)(=O)N3CC(C)CC(C)C3)cc12 (stereo unspecified),/,-2.4%
N#CCC(=O)c1sccc1-n1cccc1,-5,6.0%
CC(=O)c1c(C)nc(-c2ccccc2)nc1N,-11,-3.8%
Cc1c(C(=O)N2CCCCCC2)nnn1-c1nonc1N,-2,-1.1%
Nc1nonc1C(=O)N/N=C/c1ccc(Br)o1,-10,2.7%
O=C(O)CCCC(=O)Nc1nncs1,/,2.0%
CCOC(=O)C(/C(N)=N/C(=O)Nc1ccccc1)=C(\C)O,/,-3.5%
COc1ccc(CCNC(=O)C2CC(c3ccccc3C(F)(F)F)=NO2)cc1 (stereo unspecified),/,1.6%
CCC(/C=N/NC(=O)CCCCC(=O)N/N=C/C(CC)CC)CC,-11,-1.6%
C/C=C\C=C\C(=O)N1CC2(CC(c3cccc(NC(=O)CC(c4ccccc4)c4ccccc4)c3)=NO2)C[C@H]1C(N)=O (stereo partly specified),-1,-1.0%
O=C(Nc1ccc2c(c1)OCCO2)c1cc(-c2ccccn2)nc2ccc(Br)cc12,/,-3.0%
CCN1CCN(C(=O)c2cn(CC)c3ccc(S(=O)(=O)N(C)C)cc3c2=O)CC1,8,0.5%
CCN1/C(=C2\C(=O)N(C)C(=S)N2C)C=Cc2cc(C)ccc21,-7,3.1%
O=C(O)COc1ccccc1/C=N/NC(=O)c1cc(-c2ccc(Cl)cc2)nc2ccccc12,/,4.2%
Cn1c(SCCOc2ccccc2F)nc2ccccc2c1=O,52,-2.5%
O=C(CN1CCCC1)Nc1ccc(-c2nc3cc(NC(=O)CN4CCCC4)ccc3o2)cc1,28,-2.3%
COP(=O)(/C=C/c1ccccc1)C(O)c1ccc(F)cc1 (stereo unspecified),9,2.9%
CSc1ccccc1NC(=O)CN(C)CC(=O)Nc1cc(C)ccc1C,8,-4.2%
Cc1ccccc1NS(=O)(=O)c1ccc(OCC(=O)NCc2ccco2)cc1,/,0.6%
O=S(=O)(Nc1nccs1)c1ccc(F)cc1,-4,-4.0%
O=C(O)CSc1nnc(-c2ccco2)o1,5,0.9%
CCC(=O)N(CCC(Cc1ccccc1)c1ccc2c(c1)OCO2)Cc1ccccc1F (stereo unspecified),17,/
O=C(Oc1cc(-c2ccccc2)no1)c1cccc(C(F)(F)F)c1,7,4.7%
CCOc1ccc(S(=O)(=O)N/N=C(\C)C2CCCCC2)cc1,-12,2.7%
Nc1[nH]n(-c2ccccc2)c(=O)c1N=Nc1ccccc1[N+](=O)[O-],11,2.8%
O=C(Nc1ccc(F)cc1)c1ccccc1Oc1ccc(C(F)(F)F)cc1[N+](=O)[O-],-14,0.5%
COCCn1c(-c2ccc(OC)cc2)nc2ccccc21,9,4.0%
Cc1ccc2[nH]c(=O)c(CN(CCCO)C(C)c3nnnn3Cc3ccco3)cc2c1 (stereo unspecified),60,8.1%
Cc1cc(C=O)c(C)n1-c1cccc(C(=O)O)c1,/,6.9%
O=S(=O)(/N=C(/Nc1ccccn1)c1ccccc1)c1ccc(Cl)cc1,/,1.9%
CCCCCCC(c1c(C)n(C)n(-c2ccccc2)c1=O)c1c(C)n(C)n(-c2ccccc2)c1=O,11,-4.0%
COC(=O)CSc1nnc(CNC(=O)c2ccccc2OC)n1-c1ccc(OC)cc1,15,1.2%
O=C(CCc1nnc(CCCCc2ccccc2)o1)NCCc1cccnc1,-8,1.6%
Cc1cc(-n2c(C)cc(C(=O)CSc3ncnc4ccccc34)c2C)no1,11,6.2%
C/C(=N\NC(=O)c1ccc(Cn2cc([N+](=O)[O-])cn2)o1)c1cccc(NC(=O)c2cccnc2)c1,3,3.6%
Cc1cc(C(C)(C)C)c(O)c(C(C)(C)C)c1,4,-4.9%
CCOC(=O)Nc1ccc2c(c1)N(C(=O)N1CCN(C)CC1)c1ccccc1S2,/,5.8%
CCN(CCCNC(=O)C1CCCN(S(=O)(=O)c2cnc[nH]2)C1)c1ccccc1 (stereo unspecified),9,1.1%
Oc1ccc2ccccc2c1C=Nc1ccc(Cl)cn1,-9,-1.7%
COC(=O)c1ccc2c(=O)n(CCCCCC(=O)NCc3ccccn3)c(=O)[nH]c2c1,5,1.4%
CCOC(=O)/C(C#N)=C/c1ccc(OCC(=O)Nc2ccccc2)c(OC)c1,16,0.7%
Cc1ccc(S(=O)(=O)Cn2nnnc2CN2CCN(C(=O)c3ccco3)CC2)cc1,-6,/

# Further entries:
SMILES,RmlCD inh 1536,GlmU inhibition
CC(=O)OC1COC(OC2C(O)C(C)OC(OC3C(OC4CCC5(C)C(CCC6(C)C5CC=C5C7CC(C)(C)CCC7(C(=O)O)CCC56C)C4(C)CO)OCC(O)C3O)C2O)C(O)C1OC(C)=O (stereo unspecified),-7,-1.2%
Cc1cccc(-c2c3c(=O)n(C)c(=O)n(C)c3cn2CCO)c1,-13,-1.9%
CC(=O)c1c(C)oc2ccc(N(C(C)=O)S(=O)(=O)c3cccc4cccnc34)cc12,-2,1.9%
Clc1ccccc1CSc1nnc([C@@H]2CCCN2)o1,-9,-0.8%
CCCCCOc1ccc(NC(=O)c2cc(SC)ccc2Cl)cc1,11,1.0%
COc1cccc(NC(=O)c2nn(C)cc2Br)c1,/,-1.1%
Cc1ccc(CS(=O)(=O)CCC(=O)N2CCOCC2)cc1,-3,9.8%
COC(=O)c1[nH]c2ccc(C)cc2c1NC(=O)CN1CCN(c2ccc(F)cc2)CC1,6,6.3%
Nc1nnn(CC(=O)N/N=C/c2ccc(O)cc2)n1,-2,-0.9%
O=C(CNc1cccc2ccccc12)N/N=C/c1ccc[nH]1,-8,-4.8%
Cc1nn(-c2ccccc2)c2c1C(c1ccc([N+](=O)[O-])cc1)N1C(=N2)C(=O)Nc2ccccc21 (stereo unspecified),7,6.0%
CCOC(=O)c1sc(NC(C)=O)nc1-c1ccccc1,/,-3.9%
CC(CCc1ccccc1)NC(=O)CSc1nccc(=O)[nH]1 (stereo unspecified),-1,-5.8%
Cc1ccc(S(=O)(=O)N2CCN(CC(=O)N/N=C\c3ccccn3)CC2)cc1,14,-2.0%
COc1cccc(C2C(C(N)=O)=C(C)Nc3nc(-c4ccccc4Cl)nn32)c1 (stereo unspecified),-2,-0.4%
CC[C@H](C)C(C(=O)N1CCN(C(=O)OC(C)(C)C)CC1)n1cc(C(CC(C)C)NC(=O)OC(C)(C)C)nn1 (stereo partly specified),/,0.4%
COc1ccc(NC(=O)C(CC(=O)O)Cc2ccccc2)cc1 (stereo unspecified),4,5.4%
CC1=CCC2C(=O)N(c3cc(C)on3)C(=O)C2C1 (stereo unspecified),/,1.1%
Cc1cnn(-c2ccc3nnc(-c4ccc(Br)cc4)n3n2)c1,4,-0.7%
CCn1nnnc1SCC(=O)Nc1cccc(NC(C)=O)c1,-1,-2.6%
Cc1ccc(F)cc1NC(=O)CCOc1ccccc1,/,-2.3%
Cc1cc([N+](=O)[O-])ccc1N(C)C,6,2.0%
CN(c1ccc(C(=O)N2CCN(Cc3ccc4c(c3)OCO4)CC2)cc1)S(=O)(=O)c1ccccc1,/,-2.2%
C[C@@H]1CCC[C@]2(O[C@@H](CCO)C[C@@H](O)[C@@H]2O)O1,/,-3.9%
CC(=O)Nc1ccc(NC(=O)COc2ccc(S(=O)(=O)NC(C)c3ccccc3)cc2)cc1 (stereo unspecified),/,-0.1%
CCN1C(=O)c2cccc3c(S(=O)(=O)N(C(=O)c4cccnc4)c4ccc(OC)cc4)ccc1c23,0,-5.2%
COc1ccc(OC)c(NS(=O)(=O)c2cccs2)c1,24,3.7%
CC(C)c1ccc(N2C(=O)NC(=O)/C(=C\C=C\c3ccco3)C2=O)cc1,-9,1.2%
CCc1nnc(NC(=O)[C@@H](NC(=O)c2cccc(S(=O)(=O)N3CCOCC3)c2)C(C)C)s1,/,-1.6%
CCOc1ccccc1NC(=O)C(NC(=O)C1CCC(C)CC1)C(C)C (stereo unspecified),/,-0.9%
CCOc1ccc(-c2nnn(CC(=O)N3CCCC3)n2)cc1OCC,/,1.6%
CC(=O)Nc1cccc(OCCCNC(=O)c2ccc(C(C)(C)C)cc2)c1,-10,2.0%
CCNc1nc(N)nc(Oc2ccc(OCc3ccccc3)nn2)n1,101,2.2%
CCCCCc1nc(N)c(C#N)c(-c2ccco2)c1CCCC,-3,4.2%
COC(=O)Cn1cnc2sc(C)c(S(=O)(=O)N3CCN(c4ccccc4OC)CC3)c2c1=O,5,2.4%
CCc1ccccc1NC(=O)CN(C)C(=O)COc1ccc(C)nc1[N+](=O)[O-],-1,0.0%
O=C(NCCN1CCN(c2cccc(Cl)c2)CC1)c1ccc(CSc2nc3ccncc3[nH]2)cc1,7,-6.2%
CC(C)(C)C1CCc2onc(C(=O)Nc3ccc(F)cc3F)c2C1 (stereo unspecified),12,1.7%
COC(=O)CN(c1ccc(C)c(Cl)c1)S(C)(=O)=O,8,5.0%
CCCOc1ccc(C(CC(=O)O)NC(=O)C23CC4CC(CC(C4)C2)C3)cc1 (stereo unspecified),-3,2.0%
Cc1ccc2c(c1)Sc1ccccc1CC2=O,7,-0.3%
COc1cnc(-c2ccccn2)nc1Sc1ccccc1Cl,104,-6.4%
CCOC(=O)c1c(NC(=O)C[n+]2ccc(Cc3ccccc3)cc2)sc(C)c1C,6,-3.0%
CCOC(=O)C1(Cc2ccc(Cl)cc2)CCN(CCCn2cccn2)CC1,8,-1.8%
Cc1csc(SC(C)C(=O)NCC2CCCCC2)n1 (stereo unspecified),9,1.9%
O=C(O)c1ccc2c(c1)C(=O)/C(=C\c1ccco1)C2=O,11,17%*
C/C(=C1/SC(N2CC(C)OC(C)C2)=NC1=O)c1ccccc1 (stereo unspecified),11,2.9%
Cc1cccc(C)c1OC(=O)CSc1nnc(-c2ccccc2)o1,18,-7.1%
O=C(O)c1cc2c(ccc3ccccc32)o1,-1,3.9%
COc1ccc(C(=O)Oc2ccc3oc(=O)sc3c2)cc1,2,-3.8%
O=C(O)CSc1nccc2ccccc12,-6,5.0%
COc1ccc(C(=O)OCc2csc(C)n2)c(O)c1,7,-7.7%
CCOC(=O)N1CCN(C(=O)C(CC(C)C)NC(=O)C2CCCCC2)CC1 (stereo unspecified),/,-2.6%

# 15 entries from above, sorted by SMILES length, low to high:
SMILES,RmlCD inh 1536,GlmU inhibition
Cc1ccc2c(c1)Sc1ccccc1CC2=O,7,-0.3%
CC(=O)c1c(C)nc(-c2ccccc2)nc1N,-11,-3.8%
Cc1cc(C(C)(C)C)c(O)c(C(C)(C)C)c1,4,-4.9%
Cn1c(=N)n(CC(O)c2ccccc2)c2ccccc21 (stereo unspecified),11,-2.9%
CCn1nnnc1SCC(=O)Nc1cccc(NC(C)=O)c1,-1,-2.6%
CCCCCc1nc(N)c(C#N)c(-c2ccco2)c1CCCC,-3,4.2%
COC(=O)CN(c1ccc(C)c(Cl)c1)S(C)(=O)=O,8,5.0%
Cc1cccc(C)c1OC(=O)CSc1nnc(-c2ccccc2)o1,18,-7.1%
COC(=O)CNC(=O)CN1c2cccc3cccc(c23)S1(=O)=O,13,3.1%
O=C(Nc1ccccc1C(=O)NCCN1CCOCC1)c1ccc(Cl)cc1Cl,4,3.3%
O=S(=O)(/N=C(/Nc1ccccn1)c1ccccc1)c1ccc(Cl)cc1,/,1.9%
COc1ccc(CCNC(=O)C2CC(c3ccccc3C(F)(F)F)=NO2)cc1 (stereo unspecified),/,1.6%
CCN(CCCNC(=O)C1CCCN(S(=O)(=O)c2cnc[nH]2)C1)c1ccccc1 (stereo unspecified),9,1.1%
COC(=O)c1ccc2c(=O)n(CCCCCC(=O)NCc3ccccn3)c(=O)[nH]c2c1,5,1.4%
Cc1c(C(=O)NCC2COc3ccccc3O2)oc2ccc(S(=O)(=O)N3CC(C)CC(C)C3)cc12 (stereo unspecified),/,-2.4%
